# High-throughput results as filed in PubChem.
# ALOX15B inhib = blocks human 15-lipoxygenase 2 activity; purified 15hLO-2, xylenol orange hydroperoxide absorbance; Potency, µM (titrated, usually from 57.1 µM), inactives show at the top dose activity change, negative = inhibition, most hits filed as inhibitors; hit rate 0.56% among 110,000; AID 881; also: potency is read from the fitted curve at half-maximal effect; nearly all actives have a fitted effect of over 60% in size; many of its hits are not listed in these tables
#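 Purified human 15hLO-2 (50 nM) preincubated 15 min with compound, then 45 uM arachidonic acid for 90 min at RT in 25 mM Hepes pH 7.5, 0.01% Triton X-100. Hydroperoxide detected by Fe-xylenol orange; 573/405 nm absorbance ratio.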
# ALOX12 inhib = inhibitors of human 12-lipoxygenase (ALOX12). hit rate 0.12% among 150,000. Potency, µM (highest dose often 57.1 µM), for the others: at the highest dose activity change, negative = inhibition, hits mostly inhibitors. purified 12-hLO, xylenol orange hydroperoxide absorbance. AID 1452; also: potency is read from the fitted curve at half-maximal effect; nearly all actives have a fitted effect of over 55% in size; many of its hits are not listed in these tables
# Target sequence (P18054 whole entry, looked up): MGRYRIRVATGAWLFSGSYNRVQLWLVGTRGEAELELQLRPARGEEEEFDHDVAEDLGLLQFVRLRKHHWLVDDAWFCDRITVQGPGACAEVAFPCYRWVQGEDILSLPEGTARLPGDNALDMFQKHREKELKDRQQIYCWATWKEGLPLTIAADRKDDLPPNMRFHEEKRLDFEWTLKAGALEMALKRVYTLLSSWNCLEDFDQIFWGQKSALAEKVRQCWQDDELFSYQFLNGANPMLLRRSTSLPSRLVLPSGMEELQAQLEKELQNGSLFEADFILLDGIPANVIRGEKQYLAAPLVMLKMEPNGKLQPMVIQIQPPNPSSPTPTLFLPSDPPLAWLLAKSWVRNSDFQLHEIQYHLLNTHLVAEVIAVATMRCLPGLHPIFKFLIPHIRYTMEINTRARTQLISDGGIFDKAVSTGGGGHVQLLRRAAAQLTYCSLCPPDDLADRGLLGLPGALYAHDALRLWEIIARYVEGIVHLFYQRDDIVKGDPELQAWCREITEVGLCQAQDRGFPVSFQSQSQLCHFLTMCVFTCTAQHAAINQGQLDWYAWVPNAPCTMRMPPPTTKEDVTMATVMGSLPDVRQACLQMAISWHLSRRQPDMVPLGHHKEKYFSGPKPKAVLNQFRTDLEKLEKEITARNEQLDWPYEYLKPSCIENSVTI
#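 Lipoxygenase turnover measured by absorbance at 573 and 405 nm after Fe-XO development. Human 12hLO 150 nM, arachidonate 40 uM, pH 7.0 Hepes buffer with detergent; 15 min compound preincubation, 30 min reaction.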
# IMPase cell inh = IMPase inhibition in cells; P97697; CHO-M1 cells, IP1 accumulation, HTRF TR-FRET ratio; inhibition (IP1 accumulation), % at 46.1 µM; 120,000 tested, under 10 active; AID 901; active = well fitted curve in the direction sought with a large enough effect in the signal ratio, not every such curve was filed as active; inconclusive = small, poorly fitted or top-dose-only effect, or a change in a side signal; inactive = no such curve, though single readings can be large or run the other way; the % refers to the signal ratio;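 also: cells stimulated with carbachol in lithium chloride buffer; plate controls were DMSO basal wells for no effect and reference inhibitor wells for full effect; higher means more IMPase inhibition seen as more IP1 and lower FRET ratio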
# Target sequence (P97697 whole entry, looked up): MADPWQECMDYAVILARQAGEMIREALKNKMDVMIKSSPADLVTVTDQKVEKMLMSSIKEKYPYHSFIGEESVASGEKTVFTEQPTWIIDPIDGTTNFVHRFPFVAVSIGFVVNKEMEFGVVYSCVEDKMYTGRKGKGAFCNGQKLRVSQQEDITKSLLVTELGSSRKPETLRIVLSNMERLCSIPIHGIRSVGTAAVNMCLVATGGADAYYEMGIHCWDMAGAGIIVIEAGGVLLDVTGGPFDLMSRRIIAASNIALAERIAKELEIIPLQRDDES
#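 CHO-M1 cells (CHO stably expressing M1 receptor), compound up to 46 uM final, stimulated with carbachol (50 uM as added) in buffer with 50mM LiCl, pH 7.4, 30 min at 37C. Cytosolic IP1 read by TR-FRET; AC50 from Hill fits.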
# PNC inhibitor = inhibitors of perinucleolar compartment assembly | AID 2417 | activity change (PNC), negative = inhibition, % at 10 µM | PC3M PTB-GFP, PNC prevalence imaging, 16 h; hits give low values | hit rate 3.1% among 140,000;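 active = readout at or below -70, meaning at least 70% loss of cells showing the perinucleolar compartment, a nuclear body marking cancer cells; inconclusive = readout between -30 and a set limit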;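 also: plate controls were DMSO wells for no effect and camptothecin positive control wells for full effect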
#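 PC3M cells stably expressing PTB-GFP, 750–1000 cells/well, treated 16 h at 37 °C with compound (23 nl of library stock), in duplicate. After paraformaldehyde fixation and Hoechst stain, imaged at 20x; PNC prevalence scored by image analysis.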
# * hit, by the source's call; ? = inconclusive; · = not tested or not shown; & = joins results of further samples; [ ] = dose if it differs, or a comment. Unless noted, calls follow the shape of the dose curve; as a rule, active = well fitted curve in the direction sought with a large enough effect; inconclusive = small, poorly fitted or top-dose-only effect, or another doubt; inactive = no such curve, though single readings can be large; an effect the other way counts as inactive or inconclusive. Unless noted, % is scaled to controls: 0 for no effect and ±100 for the full control effect. The list is partial (hit frequency here may not be typical).
SMILES,ALOX15B inhib,ALOX12 inhib,IMPase cell inh,PNC inhibitor
O=[N+]([O-])c1ccc(C2[C@H]3C(c4ccccc4)=NC4(CCCCC4)N23)cc1 (stereo not given in full),·,-2%,0,28
O=C(NC1CN2CCC1CC2)c1ccc(-c2ccc([N+](=O)[O-])cc2)o1 (stereo not given),·,0%,·,26
CCCCn1c(N)c(C(=O)NCc2cccs2)c2nc3ccccc3nc21,11%,-18%,5,55
Clc1ccc2c(c1)C(c1ccccc1Cl)=NCc1nnc(N3CCN(CCOc4ccccc4)CC3)n1-2,·,-1%,·,22
O=c1[nH]c(=S)n(-c2ccccc2)c(O)c1/C=N/N1CCOCC1,·,1%,·,?
C=CCO[C@@H](Cn1ccnc1)c1ccc(Cl)cc1Cl,44%[activator][25.6 µM],0%[25.6 µM],11[20.6 µM],·
COC(=O)c1cncn1C(C)c1ccccc1 (stereo not given),5%,4%,8,25
O=C(O)CBr,-14%,1%,·,·
CC1=C(/C=C/c2ccccc2)CCN(C)C1,21%,11%,11,23
NC(=O)Nc1cccc(C(F)(F)F)c1,-1%,-4%,-5,-21
Cn1cccc1CNCCc1ccccc1,4%,2%,1,?
ClCC[N+]12CC[N+](CCCl)(CC1)C2 (tested in a mixture with another compound),9%[11.4 µM],0%[11.4 µM],·,·
c1cc2n(c1)-c1c(ccc3c1OCO3)CNC2c1ccc2c(c1)OCO2 (stereo not given),8%[11.4 µM],0%,-2[1.84 µM],-7
COc1ccc(NC(c2ccccc2)P(=O)(Oc2ccccc2)Oc2ccccc2)cc1 (stereo not given),·,0%,6,-26
COc1cc(C2c3cc4c(cc3C(O)C3COC(=O)C23)OCO4)cc(OC)c1O (stereo not given),-11%,-3%,·,·
CCOC(=O)c1nc2ccccc2c(=O)n1-c1ccc(C)cc1,-7%,0%,1,-24
O=c1cccc2n1CC1CC2CN(Cc2c(Cl)cccc2Cl)C1 (stereo not given),-8%,-2%,-4,3
COC(=O)CC1=C(C(=O)OC)C2(C(=O)Nc3c(C)cccc32)C(C#N)=C(N)O1 (stereo not given),-7%,14%,1,20
Fc1ccc(N2CCN(Cc3ccc4c(c3)OCO4)CC2)cc1,-1%,-6%,7,?
CC(C)(C)c1ccc(S(=O)(=O)N2CC3CC(C2)c2cccc(=O)n2C3)cc1 (stereo not given),-10%,8%,1,12
ClC(Cl)(Cl)c1ccccc1,-1%&-9%,3%&-2%,·,·
c1ccc2c(c1)[nH]c1cnccc12,2%,2%,·,?
CCC(=Nc1ccc(OC)cc1OC)c1c(O)n(C)c(=O)n(C)c1=O,-5%,-1%,6,0
CS(=O)(=O)NCc1nnc2n1-c1ccc(Cl)cc1C(c1ccccc1)=NC2,·,1%,·,-9
Nc1cc(Cl)ccc1Cl,9%,4%,·,·
N[C@H](CCl)C(=O)O,-5%,-3%,-5,·
CCC12CCCN3CCC4(c5ccc(OC)c(O)c5N(C(C)=O)C4CC1)C32 (stereo not given),10%,-6%,1,·
N=c1c[n+](CC23CC4CC(CC(C4)C2)C3)[n-]o1,-5%,4%,-13,48
C/C(=N\NC(N)=S)C12CC3CC(CC(C3)C1)C2,?,?,7,43
CCN1CCN(Cc2ccc(OC(F)(F)F)cc2)CC1,26%,5%,-3,-3
O=P(NC(c1ccccc1)c1ccccc1)(Oc1ccccc1)Oc1ccccc1,·,-2%,·,30
O=C(N/N=C1/CN2CCC1CC2)c1cccc(O)c1,3%,-2%,-2,37
Cc1c(C=C2C(=O)N(C)C(=O)N(C)C2=O)c(=O)n(-c2ccccc2)n1C,·,-1%,·,-10
CCC(C)C(=O)O[C@@H]1C[C@@]2(C)C(c3ccoc3)OC(=O)CC23OC2(C)O[C@@]14[C@@]1(C)C(CC(=O)OC)C5(C)CC1(O)C(O)(C5OC(=O)C1(C)OC1C)C(OC(C)=O)[C@@]34O2 (stereo not given in full),1%,-3%,·,·
CCOP(=O)(OCC)c1nc(-c2cccc3ccccc23)oc1N1CCOCC1,·,-8%,?,?
CCCCn1c(O)c(C=NCCN2CCCCC2)c(=O)[nH]c1=O,-5%,-4%,1,54
O=S(=O)(c1ccc(Cl)cc1)c1ccc(Cl)cc1,-20%&-6%,-2%&-8%,·,·
NC(CO)Cc1ccccc1 (stereo not given),4%,2%,·,·
C=CCC1(CN2CCCCCC2=O)C(=O)NC(=O)NC1=O,10%,-5%,24,-16
CCOC(=O)C(=CNc1ccc(C(O)(C(=O)OCC)C(F)(F)F)cc1C)C(=O)OCC (stereo not given),·,-3%,·,16
CCCCN1C2CCC1CC(OC(c1ccc(F)cc1)c1ccc(F)cc1)C2 (stereo not given),35%[activator],-6%,14,·
O=C1Nc2ccc(Cl)cc2C(c2ccccc2Cl)=NC1O (stereo not given),-5%[0.0915 µM],1%[0.00818 µM],·,·
Oc1cccc(Cl)c1Cl,-5%,-5%,·,·
CCN1C[C@@]2(COC)C3[C@@H](OC)[C@H]4C1[C@@]3(C1C[C@]3(O)C(OC)[C@H](O)[C@@]4(OC(C)=O)C1[C@H]3OC(=O)c1ccccc1)[C@H](OC)C[C@H]2O (stereo not given in full),3%[0.0915 µM],1%[0.00818 µM],·,·
NCCSC(c1ccccc1)c1ccccc1,4%[11.4 µM],1%[11.4 µM],·,·
COC(=O)[C@H]1C(=O)[C@H](C(=O)OC)[C@@H]2CC[C@H]1N2C,-8%[11.4 µM],1%[11.4 µM],·,·
COC(=O)C(O)(c1ccc(NC(=O)NC2CCCCC2)cc1)C(F)(F)F (stereo not given),·,-3%,·,49
C=CCc1cc(OC)c2c(c1OC)OCO2,10%,-3%,·,·
O=C(Nc1ccccc1)N1CC[C@@]2(CCCN(C(=O)Oc3ccccc3)C2)C1,1%,1%,·,·
COC1=CC(=O)O[C@@H](/C=C/c2ccccc2)C1,5%,2%,·,·
N[C@@H](CCP(=O)(O)O)C(=O)O,9%,-1%,-5,·
O=C1CC2OCC=C3CN4CC[C@@]56c7ccccc7N1C5C2C3CC46 (stereo not given in full),6%,-1%,·,·
C=C(C)c1ccccc1,-9%,-1%,·,·
O=C(CCN1C(=O)COc2ccccc21)N1CCC2(CC1)OCCO2,9%,-3%,-3,15
Cc1ccccc1CS(=O)(=O)Cc1ccc(C(=O)N2CCC3(CC2)OCCO3)o1,-6%,3%,11,47
COC(=O)COc1cc(C)cc2oc(=O)c3c(c12)CCCC3,·,1%,-9,-4
CCc1ccccc1NC(=O)CSc1nnc([C@@H](N)Cc2c[nH]c3ccccc23)o1,26%,-3%,1,35
Cc1cc2c(s1)NC(=O)CN=C2c1cccs1,-12%,-28%,15,-21
O=c1c2ccccc2nc(/C=C/c2ccc3c(c2)OCO3)n1-c1cccc(O)c1,·,-1%,·,-29
c1ccc(C2CC3CC(c4ccco4)N2O3)cc1 (stereo not given),-4%[11.4 µM],-3%,5[1.84 µM],44

# A run of entries from further up, as a working copy:
SMILES,ALOX15B inhib,ALOX12 inhib,IMPase cell inh,PNC inhibitor
CCCCn1c(N)c(C(=O)NCc2cccs2)c2nc3ccccc3nc21,11%,-18%,5,55
Clc1ccc2c(c1)C(c1ccccc1Cl)=NCc1nnc(N3CCN(CCOc4ccccc4)CC3)n1-2,·,-1%,·,22
O=c1[nH]c(=S)n(-c2ccccc2)c(O)c1/C=N/N1CCOCC1,·,1%,·,?
C=CCO[C@@H](Cn1ccnc1)c1ccc(Cl)cc1Cl,44%[activator][25.6 µM],0%[25.6 µM],11[20.6 µM],·
COC(=O)c1cncn1C(C)c1ccccc1 (stereo not given),5%,4%,8,25

# (further entries)
SMILES,ALOX15B inhib,ALOX12 inhib,IMPase cell inh,PNC inhibitor
Cc1ccc(S(=O)(=O)N2CN3CCN(C3)C2)cc1,0%,-2%,10,-18
COc1ccc(OC)c(-n2c(O)c(C=Nc3c(C)n(C)n(-c4ccccc4)c3=O)c(=O)[nH]c2=O)c1,·,4%,·,-24
O=C1/C(=C\c2ccc3c(c2)OCO3)N2CCC1CC2,-11%,-6%,0,?
CN1CCc2nc(N)c(C#N)c(-c3ccccc3)c2C1,-11%[11.4 µM],-4%,-1[1.84 µM],-26
c1cc(C2N3CCCN2CC3)ccn1 (stereo not given),-2%[11.4 µM],0%[11.4 µM],·,·
CC[C@H](C)C(=O)O[C@@H]1[C@H](O)[C@@H]2[C@H](CN3C[C@@H](C)CC[C@@H]3[C@@]2(C)O)[C@@H]2C[C@@]34O[C@@]5(O)[C@@H](OC(=O)[C@](C)(O)CC)CC[C@@]3(C)[C@H]5[C@H](OC(C)=O)[C@@H](OC(C)=O)[C@H]4[C@]12O,-2%[25.6 µM],2%[25.6 µM],-5[20.6 µM],·
O=C1NC(=O)C2(Cc3ccccc3N3CCCC32)C(=O)N1 (stereo not given),-6%,0%,-5,37
NC1(c2ccccc2Cl)CCCCC1=O (stereo not given),8%[0.0915 µM],0%[0.00818 µM],·,·
CN1CCC2(CC1)C(C#N)=C(N)NC(S)=C2C#N,·,-3%,5,14
CC[C@@](O)(C(=O)O)c1cc2n(c(=O)c1CO)Cc1cc3ccccc3nc1-2,-10%[11.4 µM],-1%[11.4 µM],·,·
Cc1cccc(N=Cc2c(O)n(-c3ccccc3C)c(=O)[nH]c2=O)c1,11%,-4%,8,4
CCc1c(C)nc(N)nc1N1N=C1SCC#N,0%,9%,-10,39
COc1ccc(-c2nc(CSCC(=O)N3CCC4(CC3)OCCO4)c(C)o2)cc1OC,·,6%,1,4
Cc1ccc(N=Nc2c(O)[nH]c(=O)[nH]c2=O)c([N+](=O)[O-])c1,-13%,-6%,-2,11
CCCc1cc2c(n1Cc1ccc(C)cc1)C(C)C1CN(C(=O)c3ccccc3)C(C)(C(=O)OC)C21 (stereo not given),-12%,-9%,·,·
CCCCc1nc2ccccc2c(=O)n1-c1ccc(Cl)cc1[N+](=O)[O-],-8%,3%,5,25
Cc1nn(Cc2ccccc2)c(C)c1C=C1C(=O)NC(=S)NC1=O,·,-4%,·,?
CN(C)c1ccc(C=C(C#N)C#N)cc1,·,1%,2,?
C=CCn1c(O)c(C(C)=NC2CC2)c(=O)[nH]c1=O,-8%,-2%,16,0
Cc1nn(Cc2ccccc2)c(C)c1C(=O)OCC(=O)NCc1ccco1,0%,9%,6,-12

# 4 entries out of the list, arranged by molecular weight, largest number first:
SMILES,ALOX15B inhib,ALOX12 inhib,IMPase cell inh,PNC inhibitor
CCCCN1C2CCC1CC(OC(c1ccc(F)cc1)c1ccc(F)cc1)C2 (stereo not given),35%[activator],-6%,14,·
O=C(NC1CN2CCC1CC2)c1ccc(-c2ccc([N+](=O)[O-])cc2)o1 (stereo not given),·,0%,·,26
Cc1ccc(N=Nc2c(O)[nH]c(=O)[nH]c2=O)c([N+](=O)[O-])c1,-13%,-6%,-2,11
Cc1cc2c(s1)NC(=O)CN=C2c1cccs1,-12%,-28%,15,-21

# New compounds follow:
SMILES,ALOX15B inhib,ALOX12 inhib,IMPase cell inh,PNC inhibitor
Cc1ccc(O)c(C)c1,1%,-1%,·,·
Fc1ccc(C2=CCN(C(c3cccs3)c3nnnn3CCc3ccccc3)CC2)cc1 (stereo not given),-13%,-9%,?,-7
NC(=O)c1ccc(N)nc1,0%,-2%,·,·
COC(=O)c1ccccc1C(=O)OC,2%,-2%,·,·
COCCCN1Cc2ccccc2C1=N,21%,-4%,8,7
Oc1ccc2c3c1O[C@H]1c4[nH]c5ccccc5c4C[C@]4(O)[C@H](C2)N(CC2CC2)CC[C@@]314,24%&24%,-3%&-3%,-5&8,·
O=C1NC(=S)N(c2ccc(Cl)cc2)C(=O)/C1=C/N1CCN(C(=O)c2ccco2)CC1,17%,-18%,?,-27
